Screening results from PubChem.
SR-BI HDL uptake – inhibitors of SR-BI mediated HDL lipid uptake, primary screen, ldlA[mSR-BI] cells, fluorescence, single point | ldlA[mSR-BI] CHO cells, DiI-HDL uptake fluorescence, 3 h | inhibition, % at 12.5 µM | 320,000 tested, 0.96% active;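 active = mean replicate inhibition of at least 70% and a set share of replicates each scoring 70 or more; inconclusive = meets just one of the two criteria; inactive = fails both criteria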;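 note: 0% = median of neutral control wells and 100% = median of positive control wells; values of inactives mirror those of a sister screen read the other way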
Target sequence (Q61009 whole entry, looked up): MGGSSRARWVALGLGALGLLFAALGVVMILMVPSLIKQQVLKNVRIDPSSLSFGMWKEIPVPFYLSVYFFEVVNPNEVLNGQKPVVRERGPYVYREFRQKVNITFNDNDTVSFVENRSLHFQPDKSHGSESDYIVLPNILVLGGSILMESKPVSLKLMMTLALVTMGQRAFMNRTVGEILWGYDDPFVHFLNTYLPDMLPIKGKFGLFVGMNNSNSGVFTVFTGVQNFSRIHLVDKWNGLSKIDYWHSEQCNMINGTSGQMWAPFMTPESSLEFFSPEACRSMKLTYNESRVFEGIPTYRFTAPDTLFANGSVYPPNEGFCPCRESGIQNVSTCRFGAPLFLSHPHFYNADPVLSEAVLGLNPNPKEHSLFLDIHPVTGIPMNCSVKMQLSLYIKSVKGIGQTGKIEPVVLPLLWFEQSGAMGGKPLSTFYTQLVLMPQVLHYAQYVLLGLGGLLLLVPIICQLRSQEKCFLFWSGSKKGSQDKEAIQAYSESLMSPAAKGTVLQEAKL
NSD2 inh – NSD2 histone methyltransferase inhibitors, primary screen, biochemical, AlphaScreen, single concentration, set 2. Histone-lysine N-methyltransferase NSD2 (Homo sapiens), O96028. NSD2 peptide methylation, 120 min. inhibition, % at 12.5 µM. 310,000 tested, 0.54% active. AID 743445, 2014; in the data active = inhibition above about 50%
dFosB activator – activators of delta FosB homodimer, primary screen, biochemical, fluorescence polarization, TAMRA-CDK5 oligo, single point | Protein FosB (Mus musculus), P13346 | purified delta FosB; percent of positive-control signal above neutral wells | activation, % at 25 µM | 340,000 tested, 0.99% active;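 active = mean activation above about 17%, with every replicate also reaching it, limit read from the data, passing the limit was not always enough; inconclusive = only one of the two conditions met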;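 note: fluorescence polarization rise as delta FosB binds a TAMRA Cdk5 AP-1 oligo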
PvdQ acylase – P. aeruginosa PvdQ acylase inhibitors, primary screen, biochemical, fluorescence, plate reader and imaging, single point. PvdQ acylase [Pseudomonas aeruginosa LESB58]. purified PvdQ acylase. inhibition, % at 10 µM. 340,000 tested, 0.063% active; in the data active = inhibition above about 30%, passing the limit was not always enough; inconclusive = no clear call, values can overlap the other calls;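 note: 0% = vehicle neutral wells and 100% = reference inhibitor wells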
HTR5A inv ag – HTR5A inverse agonists in luminescence cell assay, primary screen, counter-screen for OPRM1-OPRD1 heterodimer inverse agonist project, full-deck HTS | 5-hydroxytryptamine receptor 5A (Homo sapiens), P47898 | HTR5A cell line, inverse agonism | inhibition, % at 9.3 µM | 340,000 tested, 0.083% active; in the data active = inhibition mostly above about 23%, no sharp cut-off; inactive = mostly below about 18%;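 note: 0% = cells with DMSO and 100% = no-cell wells with DMSO; some compounds called inactive have numbers as strong as hits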
Target sequence (P47898 whole entry, looked up): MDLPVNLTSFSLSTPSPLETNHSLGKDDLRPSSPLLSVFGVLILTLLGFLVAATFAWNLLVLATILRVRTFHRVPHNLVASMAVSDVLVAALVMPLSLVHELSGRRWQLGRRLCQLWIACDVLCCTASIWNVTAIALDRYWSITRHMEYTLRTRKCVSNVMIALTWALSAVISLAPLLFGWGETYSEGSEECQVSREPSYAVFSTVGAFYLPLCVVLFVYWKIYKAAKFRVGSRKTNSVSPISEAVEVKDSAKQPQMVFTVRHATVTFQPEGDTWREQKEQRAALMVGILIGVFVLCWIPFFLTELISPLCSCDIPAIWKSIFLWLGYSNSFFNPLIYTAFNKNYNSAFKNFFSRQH
V-ATPase pH – regulators of yeast V-ATPase proton pumping, primary screen, pHLuorin cytosolic pH fluorescence. S. cerevisiae. response, % at 10 µM. 350,000 tested, 0.37% active. AID 504577, 2011; in the data active = response mostly above about 7.3%, no sharp cut-off; inactive = mostly below about 5.4%; note: actives read high; inactives centre near 0; some compounds called inactive have numbers as strong as hits; reference of the scale not given here
MITF act – activators of MITF-driven TRPM1 promoter reporter, primary screen, cell-based, SK-MEL-5, luciferase, single point. 300,000 tested, 0.75% active. activation, % at 12.5 µM. SK-MEL-5 TRPM1-promoter luciferase, 24 h; % of positive control, neutral wells = 0;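 active = mean activation of at least 80% with every replicate also reaching 80%; inconclusive = mean reaches 80% but some replicate falls short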;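 note: 0% = neutral control wells and 100% = parthenolide positive control wells; values of inactives mirror those of a sister screen read the other way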
HTR5A ag ctr – HTR5A agonists in luminescence cell assay, primary screen, counter-screen for OPRM1-OPRD1 heterodimer agonist project, full-deck HTS; 5-hydroxytryptamine receptor 5A (Homo sapiens), P47898; cell-based; activation, % at 9.3 µM; 340,000 tested, 0.61% active; AID 504692, 2011; in the data active = activation mostly above about 9.5%, no sharp cut-off; inactive = mostly below about 7.6%;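 note: 0% = cells with vehicle only and 100% = reference agonist; strong numbers were not always called active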
Wnt act – Wnt/beta-catenin pathway activators, primary screen, cell-based, plate reader, single point; Wnt/beta-catenin reporter cell assay, activator; 300,000 tested, 1.2% active; activation, % at 9.35 µM; in the data active = activation above about 30%, passing the limit was not always enough; inconclusive = no clear call, values can overlap the other calls;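 note: 0% = neutral control wells and 100% = positive control wells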
CDK5 inh – inhibitors of human CDK5/p35 kinase, primary screen, biochemical, single concentration. 330,000 tested, 0.01% active. inhibition, % at 10 µM. Cyclin-dependent kinase 5 (Homo sapiens) + Cyclin-dependent kinase 5 activator 1 (Homo …. Recombinant CDK5/p35, ADP-Glo luminescence, 60 min;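 active = highest replicate inhibition of at least 50% and at least 75% of replicates reaching 50%; inconclusive = only one of the two criteria met; inactive = both criteria failed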;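 note: plate controls were DMSO neutral control for no effect and GW8510 at 10 µM for full effect; many of its hits are not listed in these tables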
Starred values were filed as active, the others as inactive; ? = inconclusive; / = no result given.

SMILES | SR-BI HDL uptake | HTR5A ag ctr | HTR5A inv ag | V-ATPase pH | PvdQ acylase | NSD2 inh | CDK5 inh | Wnt act | dFosB activator | MITF act
O=C(NNC(=O)C1CCN(S(=O)(=O)c2ccccc2C(F)(F)F)CC1)c1ccccc1O | 100* | 3 | -7 | 4 | -15 | -2 | 0.5 | -4 | -2 | -26
Cc1ccc(-c2nnc(-c3ccc(Br)cc3)o2)o1 | -4 | 5 | -6 | 3 | -3 | 2 | -1.5 | 27 | -7 | /
OC(CNc1ncnc2sccc12)c1ccccc1 (centres undefined) | -11 | -3 | -1 | -2 | -5 | 0 | -5.4 | 7 | 4 | 47
O=C1/C(=C\c2cccc(O)c2)SC(=S)N1Cc1ccccc1 | -8 | -3 | 9 | -1 | 2 | -1 | 0.4 | 1 | -1 | /
CC(=O)Nc1cc(S(=O)(=O)Nc2ccccc2)c(C)cc1C | 18 | 6 | -10 | -3 | -15 | 1 | -5.8 | -1 | 2 | /
CCCCOn1c(C)c(C(C)=O)c2c3no[n+]([O-])c3ccc21 | 78* | 1 | -3 | -2 | -8 | -2 | -1.4 | -4 | -5 | 19
O=C(NCCCN1CCOCC1)c1cc(-c2ccc(Cl)cc2)on1 | -17 | 6 | -5 | -1 | 0 | 2 | 1.6 | -3 | -12 | -1
COc1cc2ccc(=O)oc2cc1O | -7 | -1 | 3 | 0 | -8 | / | -1.5 | 0 | 0 | 3
COc1ccc(NC(C)=O)cc1NC(C)C(=O)Nc1ccc(F)cc1 (centres undefined) | -33 | -3 | 10 | 2 | -18 | -2 | 1.8 | 0 | -3 | 11
COc1cccc(CCNc2ccc(N3C(=O)CC(C)C3=O)cc2[N+](=O)[O-])c1 (centres undefined) | 51 | 0 | 4 | -2 | -7 | 4 | 1.8 | -4 | -4 | 12
COc1cccc(CN2CCN(CCCc3ccccc3)C(CCO)C2)c1OC (centres undefined) | 10 | 2 | -8 | -1 | -4 | 3 | 1.8 | -1 | -2 | -11
Cc1ccc(N(C(C)C(=O)Nc2cc(Cl)ccc2Oc2ccccc2)S(C)(=O)=O)cc1 (centres undefined) | 31 | 2 | -1 | 3 | -11 | -6 | 0.1 | -5 | -3 | -8
CC(C)C(=O)Nc1cccc(C(=O)NCCc2ccc(S(N)(=O)=O)cc2)c1 | 44 | 3 | 8 | -3 | -4 | 1 | 0.3 | / | -7 | -7
O=C(N/N=C/c1cc2ccccc2[nH]1)c1ccccc1Cl | -10 | 3 | -10 | 2 | -4 | 0 | 1.2 | 0 | 2 | 8
O=C(O)c1ccc(F)c(S(=O)(=O)Nc2ccccc2Cl)c1 | -24 | -1 | -2 | -2 | -3 | 1 | -1.4 | -1 | 5 | -12
CC(C)(C)OC(=O)CNC(=O)c1nc[nH]c1C(=O)N1CCNCC1 | -9 | -8 | 23 | -1 | -17 | / | -0.5 | -2 | -2 | -7
O=C(CN1CCN(C(=O)c2ccco2)CC1)Nc1ccc(Br)cc1 | / | 5 | -16 | 5 | -15 | -1 | -7.4 | -3 | -3 | 3
COc1ccc(/C=C(/NC(=O)c2cccs2)C(=O)NC(C)(C)C)cc1OC | 6 | -1 | 24 | 3 | -7 | 0 | 0.5 | -5 | -2 | -3
O=C(NCCCN1CCOCC1)c1ccc(S(=O)(=O)N2CCOCC2)cc1 | -5 | 0 | 0 | 1 | -2 | 1 | 0.7 | / | -8 | -7
O=C(COC(=O)Cc1n[nH]c(=O)c2ccccc12)Nc1ccc(Cl)cc1F | / | 0 | -31 | -4 | -8 | -4 | -2.7 | 0 | -4 | -9
CN(C)c1nc2c(c(=O)[nH]c(=O)n2C)n1CCCc1ccccc1 | -24 | -2 | 8 | -3 | 4 | 18 | 0.6 | 1 | -7 | -8
CCC1=NC(c2ccccc2Cl)N(O)C1(C)C (centres undefined) | -18 | -1 | 12 | 4 | -11 | 0 | 1.4 | 1 | 3 | 0
O=C(N/N=C1\C2CN3CCN(C2)CC1(c1ccccc1)C3)Nc1ccccc1 | -5 | 0 | 1 | 1 | -13 | -3 | -0.9 | -3 | -5 | -8
O=C(NC1CCCC1)C(c1ccc(F)cc1)N(Cc1ccc(F)cc1)C(=O)c1ccn[nH]1 (centres undefined) | -30 | 3 | -7 | -2 | -13 | 0 | 2.2 | -12 | -6 | -8
O=C1CC(/C=C/c2ccc(Cl)cc2)=Nc2ccccc2N1 | 5 | 2 | 4 | -1 | -13 | 0 | -1.3 | 3 | -7 | 42

(cont.)
SMILES | SR-BI HDL uptake | HTR5A ag ctr | HTR5A inv ag | V-ATPase pH | PvdQ acylase | NSD2 inh | CDK5 inh | Wnt act | dFosB activator | MITF act
CN(C)S(=O)(=O)Nc1cc(F)cc(F)c1 | -6 | 4 | -10 | -1 | -4 | -6 | 0.3 | -1 | 3 | 7
CCn1c(=O)c2sccc2n(CC(=O)NCCC2=CCCCC2)c1=O | / | 5 | -13 | -2 | -4 | 1 | 0.0 | 0 | 4 | -6
Cc1cc(C)n(CCC(=O)N2CCN(S(=O)(=O)c3ccccc3)CC2)n1 | -21 | 1 | 8 | -2 | -13 | 54* | -1.7 | -3 | 4 | 4
O=C(O)CC1(CC(=O)NCc2cccc(Cl)c2)CCCCC1 | -22 | 2 | -6 | -2 | 6 | / | 0.8 | -2 | 9 | -2
CNC(=O)c1[nH]cnc1C(=O)Nc1ccccc1 | 2 | 1 | -35 | -1 | -16 | / | -0.3 | 5 | 1 | 19
CCn1cc(C(=O)O)c(=O)c2cc(F)c(N3CCN(S(=O)(=O)c4ccc(NC(=O)OC)cc4)CC3)cc21 | / | 1 | -4 | 0 | -5 | -2 | -0.3 | -4 | 4 | 17
CCCCN(C(=O)Nc1ccccc1)C1CCS(=O)(=O)C1 (centres undefined) | 2 | -8 | 19 | 1 | -10 | -1 | 0.7 | 12 | -2 | 4
O=C(Cc1cccc2ccccc12)Nc1nc(-c2cccc([N+](=O)[O-])c2)cs1 | 25 | 2 | 15 | 0 | 2 | -1 | 0.6 | -1 | ? | 6
COc1ccc(/C(O)=C2\C(=O)C(=O)N(CCN(C)C)C2c2cccc(OC)c2OC)cc1 (centres undefined) | 44 | 0 | 3 | 3 | -8 | 3 | -0.2 | 3 | -8 | 0
COc1ccccc1C(=O)n1nc(-c2cccnc2)nc1NCc1ccccc1 | 18 | -2 | 7 | 4 | -4 | -1 | -0.7 | -1 | -6 | -7
CC(CCc1ccccn1)C(=O)c1ccccc1 (centres undefined) | -7 | -1 | 3 | 5 | -9 | -1 | 0.1 | -3 | -5 | -3
Cn1c(=O)cc(SCC(=O)N2CCN(Cc3ccc4c(c3)OCO4)CC2)c2ccccc21 | 38 | 18* | 3 | -1 | 3 | 0 | -0.5 | -1 | 1 | -16
CCOc1ccc(NC(=O)CSc2nc3ccccc3c(=O)n2CCCC(=O)NCCCN2CCCC2=O)cc1 | 17 | 2 | -6 | -4 | -15 | 3 | 0.8 | -2 | -18 | 5
O=C(NNS(=O)(=O)c1ccc(F)cc1)c1ccccc1O | -3 | -4 | -8 | 4 | -20 | 9 | -1.0 | 1 | -2 | /
O=C(NCc1cccnc1)/C(=C/c1ccc([N+](=O)[O-])cc1)NC(=O)c1ccccc1 | 2 | -4 | 17 | -3 | -11 | -1 | 0.3 | -3 | -6 | 2
CCC(C)(C)NC(=O)CN(Cc1cccs1)C(=O)CNS(=O)(=O)c1ccc(C)cc1 | -20 | 2 | -6 | 1 | -2 | 1 | 0.0 | -8 | -2 | 0
Cn1c(SCC(=O)NCC2CCCO2)nnc1-c1c[nH]c2ccccc12 (centres undefined) | -8 | 1 | -17 | -1 | -13 | / | -1.8 | -1 | 10 | -11
NC(=O)c1ccccc1NC(=O)/C=C/c1ccccc1 | 15 | 2 | -14 | -2 | -9 | 16 | 1.3 | 74* | -8 | 26
O=C(O)c1ccccc1N1C(=O)C2C3CCC(C3)C2C1=O (centres undefined) | -19 | 3 | -8 | -3 | -4 | -2 | -1.2 | -2 | 0 | 2
COc1ccc(/C=N/O)cc1COc1ccc(NC(C)=O)cc1 | 5 | 0 | 15 | -4 | -4 | 1 | -0.7 | -1 | 9 | /
CC1CCCCC1NC(=O)c1nnc(Cc2ccc(Cl)cc2)o1 (centres undefined) | 1 | -5 | 13 | -2 | -14 | / | 1.2 | -1 | 4 | -5
CN(c1ccccc1)S(=O)(=O)c1cccc(NC(=O)Cc2ccc(Cl)cc2)c1 | -6 | 3 | 20 | 3 | 1 | -1 | -0.6 | -1 | 1 | 16
CC[C@]1(c2ccccc2OC)C(=O)N(C(=O)OC)N1C(=O)OC | -11 | -3 | 6 | 1 | -23 | / | -0.2 | -5 | 1 | -2
CNC[C@H]1Oc2c(NS(=O)(=O)c3ccc(OC)cc3)cccc2C(=O)N([C@H](C)CO)C[C@H]1C | -26 | 0 | 4 | -3 | -6 | / | 1.9 | -2 | 2 | 19
Cc1nn2c(NCCCN(C)C)c3c(nc2c1-c1ccccc1)CCCC3 | 0 | 0 | 2 | -4 | -1 | 12 | 0.3 | -7 | -2 | 29

(further entries)
SMILES | SR-BI HDL uptake | HTR5A ag ctr | HTR5A inv ag | V-ATPase pH | PvdQ acylase | NSD2 inh | CDK5 inh | Wnt act | dFosB activator | MITF act
Cc1ccc(C23CC4CC(CC(C(=O)NN)(C4)C2)C3)cc1 | 9 | 3 | -8 | 0 | -1 | -3 | 0.8 | 0 | -6 | -2
Cc1nc(Nc2ccccc2F)c2nnn(Cc3ccccc3Cl)c2n1 | 19 | -4 | 13 | 1 | -18 | -1 | 0.5 | 2 | 1 | 16
CC/C(=N\Nc1ccnc2cc(Cl)ccc12)c1ccc(O)cc1 | 20 | -2 | -6 | -2 | 2 | -2 | -1.5 | -2 | -8 | 5
Cc1cccc(C)c1NC(=O)C(NC(=O)CN1C(=O)c2ccccc2C1=O)c1ccccc1 (centres undefined) | -3 | 4 | 8 | -1 | -9 | 0 | 0.4 | -5 | 0 | -12
CN1CCN(C(=S)SCC(=O)N2CCCc3ccccc32)CC1 | -1 | 5 | -12 | -4 | -3 | 2 | 3.8 | -3 | 1 | 4
COc1ccc(F)cc1C(=O)C1CCCN(C(=O)c2cccc(N(C)C)c2)C1 (centres undefined) | / | 4 | -11 | 3 | -11 | 3 | 1.5 | 1 | -4 | 1
CCCC(=O)Nc1nn(C)c2nc3c(C)cccc3cc12 | 34 | 0 | 14 | -43 | -5 | -3 | 0.1 | / | -4 | -9
